USP10 block = blocks human USP10 ubiquitin-rhodamine cleavage. purified USP10, Ub-rhodamine fluorescence, 60 min. inhibition, % at 20 µM. 1.1% of 47,000 active. AID 1645856
UCHL1 block = inhibitors of human UCHL1 deubiquitinase. P09936. inhibition, % at 20 µM. 0.2% of 47,000 active. purified UCHL1, Ub-rhodamine cleavage fluorescence
USP8 block = inhibitors of human USP8 deubiquitinase; P40818; purified USP8, Ub-rhodamine cleavage fluorescence, 30 min; inhibition, % at 20 µM; 4.2% of 47,000 active; AID 1645853
OTUD3 inh = blocks human OTUD3 ubiquitin-rhodamine cleavage; AID 1645858; purified OTUD3, Ub-rhodamine fluorescence, 2 h; inhibition, % at 25 µM; Q5T2D3; 0.7% of 47,000 active
Target sequence (Q5T2D3 whole entry, looked up): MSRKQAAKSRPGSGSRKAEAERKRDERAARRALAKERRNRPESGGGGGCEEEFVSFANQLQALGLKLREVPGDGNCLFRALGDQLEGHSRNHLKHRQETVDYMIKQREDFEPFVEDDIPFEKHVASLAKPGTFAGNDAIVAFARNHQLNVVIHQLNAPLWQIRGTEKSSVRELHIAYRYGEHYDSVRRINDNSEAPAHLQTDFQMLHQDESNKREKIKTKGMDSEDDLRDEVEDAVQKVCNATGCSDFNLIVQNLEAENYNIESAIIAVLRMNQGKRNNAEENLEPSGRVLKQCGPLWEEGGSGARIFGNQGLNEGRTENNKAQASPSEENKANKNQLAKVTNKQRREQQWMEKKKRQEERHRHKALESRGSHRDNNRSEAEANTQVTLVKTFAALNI
USP28 block = human USP28 deubiquitinase inhibition | purified USP28, Ub-rhodamine cleavage fluorescence, 30 min | inhibition, % at 25 µM | 3% of 47,000 active | AID 1645857
USP17 block = human USP17-like deubiquitinase inhibition; purified USP17, Ub-rhodamine cleavage fluorescence, 3 h; A8MUK1; 6.5% of 47,000 active; inhibition, % at 50 µM
Target sequence (A8MUK1 whole entry, looked up): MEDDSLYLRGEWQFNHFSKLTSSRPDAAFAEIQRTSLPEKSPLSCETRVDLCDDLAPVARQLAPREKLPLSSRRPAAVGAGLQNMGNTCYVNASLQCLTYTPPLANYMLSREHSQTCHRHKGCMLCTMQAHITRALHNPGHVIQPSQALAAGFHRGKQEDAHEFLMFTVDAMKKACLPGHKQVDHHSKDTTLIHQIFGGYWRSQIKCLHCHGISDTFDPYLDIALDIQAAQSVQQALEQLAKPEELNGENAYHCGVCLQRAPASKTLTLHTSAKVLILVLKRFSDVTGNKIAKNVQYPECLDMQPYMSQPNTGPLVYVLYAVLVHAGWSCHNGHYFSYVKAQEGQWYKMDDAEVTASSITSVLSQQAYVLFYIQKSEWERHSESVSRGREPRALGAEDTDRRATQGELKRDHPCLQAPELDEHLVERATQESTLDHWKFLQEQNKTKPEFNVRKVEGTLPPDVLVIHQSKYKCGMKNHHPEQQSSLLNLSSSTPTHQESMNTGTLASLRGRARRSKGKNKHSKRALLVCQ
USP30 block = human USP30 deubiquitinase inhibition; inhibition, % at 25 µM; AID 1645860; 5.3% of 47,000 active; Q70CQ3; purified USP30, Ub-rhodamine cleavage fluorescence
USP7 block = inhibitors of human USP7 deubiquitinase; 0.3% of 47,000 active; inhibition, % at 20 µM; purified USP7, Ub-rhodamine cleavage fluorescence
Numbers without * were called inactive; / = not tested or not shown. No stated cut-off is given here; in the data, active means inhibition above about 30%; inactive means the rest.

USP10 block	UCHL1 block	USP8 block	OTUD3 inh	USP28 block	USP17 block	USP30 block	USP7 block	Molecule
0	0	-2	-2	-3	-1	-17	0	COCCC(=O)N1CCCC2(C/C=C/COc3ccccc3C(=O)NCCNC2=O)C1 (stereo not drawn)
-1	-1	0	4	6	-1	0	-6	CCOC(=O)C1CCN(c2nnc(-c3nc(C4CC4)no3)c3ccccc23)CC1
1	0	0	3	8	2	-14	4	COc1ccc2[nH]c(=O)c(-c3noc(-c4cccnc4)n3)cc2c1
3	-1	-15	-2	0	1	0	2	O=S(=O)(Nc1cc(-c2ccncc2)no1)c1ccc(Cl)cc1
0	4	-4	11	16	0	12	-5	Cc1cc(-c2cnc(N3CCCC(O)C3)nc2-c2cccs2)on1 (stereo not drawn)
0	-1	-1	-5	-3	-5	-11	-2	COc1ccc(C(=O)NCCc2csc(-c3cccnc3)n2)c(OC)c1
-1	0	-25	4	4	-6	-2	0	CC(=O)N1CCCCCC1C1CCN(Cc2ccc(C#N)cc2F)CC1 (stereo not drawn)
-4	-164	-37	-84	-80	-80	-316	-140	COc1ccc(-c2cc3n(c(=N)c2C#N)CCc2cc(OC)c(OC)cc2-3)cc1
0	6	18	1	0	1	9	9	COc1cc(-c2cc(C(=O)Nc3ccccc3N3CCOCC3)c3ccccc3n2)cc(OC)c1OC
-8	0	-39	-24	-32	-29	-87	-5	COc1ccc(C2[C@@H]3CCCC[C@]3(O)CCN2Cc2cccc(F)c2)cc1 (stereo partly drawn)
0	0	7	-5	-1	-5	-7	1	CCN1CCC2(CC1)OC(=O)C(C)=C2C(=O)Nc1cc(C)ccc1C
0	1	32*	12	0	6	10	2	CNc1nccnc1C1CN(C(=O)c2c(C(C)C)noc2C)CCO1 (stereo not drawn)

Laid out differently: entries from further up
Compound,USP10 block,UCHL1 block,USP8 block,OTUD3 inh,USP28 block,USP17 block,USP30 block,USP7 block
COCCC(=O)N1CCCC2(C/C=C/COc3ccccc3C(=O)NCCNC2=O)C1 (stereo not drawn),0,0,-2,-2,-3,-1,-17,0
CCOC(=O)C1CCN(c2nnc(-c3nc(C4CC4)no3)c3ccccc23)CC1,-1,-1,0,4,6,-1,0,-6
COc1ccc2[nH]c(=O)c(-c3noc(-c4cccnc4)n3)cc2c1,1,0,0,3,8,2,-14,4
O=S(=O)(Nc1cc(-c2ccncc2)no1)c1ccc(Cl)cc1,3,-1,-15,-2,0,1,0,2
Cc1cc(-c2cnc(N3CCCC(O)C3)nc2-c2cccs2)on1 (stereo not drawn),0,4,-4,11,16,0,12,-5
COc1ccc(C(=O)NCCc2csc(-c3cccnc3)n2)c(OC)c1,0,-1,-1,-5,-3,-5,-11,-2
CC(=O)N1CCCCCC1C1CCN(Cc2ccc(C#N)cc2F)CC1 (stereo not drawn),-1,0,-25,4,4,-6,-2,0
COc1ccc(-c2cc3n(c(=N)c2C#N)CCc2cc(OC)c(OC)cc2-3)cc1,-4,-164,-37,-84,-80,-80,-316,-140
COc1cc(-c2cc(C(=O)Nc3ccccc3N3CCOCC3)c3ccccc3n2)cc(OC)c1OC,0,6,18,1,0,1,9,9
COc1ccc(C2[C@@H]3CCCC[C@]3(O)CCN2Cc2cccc(F)c2)cc1 (stereo partly drawn),-8,0,-39,-24,-32,-29,-87,-5
CCN1CCC2(CC1)OC(=O)C(C)=C2C(=O)Nc1cc(C)ccc1C,0,0,7,-5,-1,-5,-7,1
CNc1nccnc1C1CN(C(=O)c2c(C(C)C)noc2C)CCO1 (stereo not drawn),0,1,32*,12,0,6,10,2

The listing continues:
USP10 block	UCHL1 block	USP8 block	OTUD3 inh	USP28 block	USP17 block	USP30 block	USP7 block	Molecule
0	0	1	-1	/	-1	/	0	COc1ccccc1CNC(=O)[C@@H]1Cc2ccccc2CN1
0	4	-3	-18	-11	-16	-41	3	Cc1nc(N2CCN(C/C=C/c3ccccc3)CC2)c2c(C)c(C)sc2n1
-4	3	21	17	1	34*	7	3	Cc1ccc2occ(CC(=O)Nc3sc4c(c3C(=O)NCc3cccnc3)CCCC4)c2c1
-5	-17	-280	-35	-46	-74	-155	-18	COc1cc(N2CC[C@@H]3[C@@H]2CCN3C(=O)c2cc(C)oc2C)ncn1
1	-1	0	10	11	-3	21	2	Cc1cccnc1C(=O)N[C@@H]1C[C@@H](Oc2cccc(F)c2)[C@H](O)[C@H]1O
2	0	11	-3	0	7	12	4	CC(C)(C)OC(=O)N1C[C@@H]2C[C@@]3(C)[C@H](CCC[C@@H]13)N2C(=O)c1cccnn1
-4	0	8	4	4	1	-8	5	O=C1CN(C(=O)COC(=O)Cc2cccc3ccccc23)c2ccccc2N1
2	0	-6	-6	-2	-7	-1	0	Cc1c(CN2C[C@H]3NC(=O)c4ccccc4C(=O)[C@@]3(C)C2)oc2ccccc12
1	4	-3	5	4	-4	8	7	Cc1c(Cn2cc(N)cn2)cnn1C
-2	3	-5	0	0	-6	0	-1	CC(=O)N1c2ccc(S(=O)(=O)N3CCC(C(=O)NCCN4CCN(c5ccccc5F)CC4)CC3)cc2CC1C (stereo not drawn)
10	2	2	10	21	12	30*	4	O=C(Cc1nc(-c2ccccc2)n[nH]1)Nc1cccc(F)c1
2	5	0	5	14	-1	12	6	Cc1ccc(C)c(CSC2=NCCN2C(=O)Cc2ccc(F)cc2)c1

More structures follow.
USP10 block	UCHL1 block	USP8 block	OTUD3 inh	USP28 block	USP17 block	USP30 block	USP7 block	Molecule
4	0	21	7	19	33*	48*	7	Cc1ccc(NC(=O)c2ccn(COc3ccccc3Cl)n2)nc1
0	1	0	5	2	10	16	5	N#Cc1ccc(C(=O)N2CC(C(=O)NC3CCCC3)C3(CCOCC3)C2)cc1 (stereo not drawn)
61*	20	75*	9	-9	12	-1	0	COc1ccc(NC(=O)Cn2c(=O)n(-c3ccc(CC(=O)NCc4ccco4)cc3)c(=O)c3ccccc32)cc1Cl
-4	0	9	14	4	12	19	5	CCCN1CN=C(Nc2nc(C)c3cc(OC)ccc3n2)NC1
2	1	0	5	-1	5	16	4	COc1ccc(S(=O)(=O)N2CCOC(c3cnc(C)cn3)C2)cc1 (stereo not drawn)
3	-1	-12	-4	0	-8	-7	-2	CS(=O)(=O)N1CCCC(c2cncc(-c3ccn[nH]3)n2)C1 (stereo not drawn)
3	2	5	-5	-3	2	1	-8	COc1ccc(/C=C/C(=O)N(Cc2cccc(Cl)c2)C2CCS(=O)(=O)C2)cc1 (stereo not drawn)
-1	2	1	9	7	1	-315	1	O=C(c1ccc(Cl)cc1)N1CCCn2nnc(Cn3ccnc3)c2C1
0	-2	7	-2	-6	-1	2	-1	O=C(c1ccc2c(c1)CCN2C(=O)C1CC1)N1CCCC1
3	6	25	21	16	18	14	5	COc1cccc(CC(=O)N2CCC(c3nc4ccccc4cc3C(N)=O)CC2)c1
1	-3	0	-3	-4	-5	13	0	CC1CCCN(S(=O)(=O)c2ccc(-n3cnc(C(=O)N4CCCCC4)c3)nc2)C1 (stereo not drawn)
-6	0	-58	-2	-5	-13	-46	4	O=C(Nc1ccc(F)cc1)N1CCC2(CC1)OC(C(=O)N1CCOCC1)Cn1ccnc12 (stereo not drawn)

Next structures.
USP10 block	UCHL1 block	USP8 block	OTUD3 inh	USP28 block	USP17 block	USP30 block	USP7 block	Molecule
-1	0	1	0	/	0	/	1	OC1CNc2nnc(-c3ccccc3)n2C1 (stereo not drawn)
-2	0	-6	-3	-4	-2	0	0	O=S(=O)(c1cc(-c2nnc(-c3ccccc3)o2)ccc1F)N1CCOCC1
3	0	4	-22	-38	27	-38	8	Cc1nn(-c2ccccc2)c2[nH]c(=O)c(CNc3ccccc3)cc12
0	-2	0	2	9	0	-13	0	COc1ccccc1CNC(=O)c1csc(C(=O)N2CCCC2)n1
2	1	1	1	-4	0	2	6	COc1cccc(O[C@@H]2C[C@@H](NC(=O)c3ncccc3C)[C@H](O)[C@H]2O)c1
-2	2	-1	1	-1	-3	-1	4	CNc1ncc(C(=O)N2CCOC(c3cc(C(=O)NC(C)C)c4ccccc4n3)C2)cn1 (stereo not drawn)
-4	-3	-155	-9	-9	-23	-24	-5	CCCN(c1ccccc1)S(=O)(=O)c1ccc2nnc(C)n2c1
1	0	-22	-2	0	0	6	1	CNC(=O)C1Cn2ccnc2C2(CCN(C(=O)NCCc3ccccc3)CC2)O1 (stereo not drawn)
2	1	0	2	4	1	19	4	CCOc1ccccc1NC(=O)C1CCN(c2ccncc2)CC1
1	0	-101	-13	-8	-20	-28	-2	Cc1noc(-c2cccc(NC(=O)C3CC(=O)N(Cc4ccccc4)C3)c2)n1 (stereo not drawn)
1	-3	-3	-3	-6	-2	0	-1	Cc1cc(C(=O)N2CC[C@@H]3Oc4ccccc4S(=O)(=O)N(CCN(C)C)[C@H]3CC2)no1
-2	-1	57*	-23	-40	71*	-86	6	c1csc(-c2nc(Nc3ccc4c(c3)CCC4)c3ccccc3n2)c1

The listing continues.
USP10 block	UCHL1 block	USP8 block	OTUD3 inh	USP28 block	USP17 block	USP30 block	USP7 block	Molecule
-7	-6	-18	-15	-14	-1	-92	-7	O=C(CCc1ccco1)NC1CCc2ccccc21 (stereo not drawn)
-3	1	16	0	0	-9	-21	5	CC(c1nc2ccccc2c(=O)[nH]1)N1CCN(Cc2cccc(Cl)c2)CC1 (stereo not drawn)
6	2	16	13	10	/	25	14	Cc1ncccc1C(=O)N1CCC(O)(Cn2ccc3ccncc32)CC1
0	0	2	-4	-15	-11	-40	-4	COc1ccc(OC[C@@H]2C3CCC(C3)N2S(=O)(=O)N2CCCC2)cc1 (stereo partly drawn)
0	-2	84*	-12	-16	14	-38	-1	CCc1ccccc1NC(=O)c1c(O)c2cnn(C)c2[nH]c1=O
-3	-4	-12	-16	-22	-18	-82	0	Cc1ccc(CNC(=O)CCc2nc3sc4c(c3c(=O)[nH]2)CCCCC4)cc1
0	-2	0	-7	-1	-6	-9	0	CC(=O)Nc1cccc(N2CC(C(=O)NCc3ccccc3C)CC2=O)c1 (stereo not drawn)
0	3	2	17	14	7	11	4	CC(=O)N1CCOc2cc(S(=O)(=O)Nc3ccccc3Cl)c(C)cc21
3	3	3	2	/	-4	/	4	O=C(c1ccco1)N1CCN(C(=O)c2csc3c2CCCC3)CC1
54*	0	63*	18	46*	47*	71*	19	Cc1ccc(CNC(=O)CCCn2c(=O)c3sccc3n(CC(=O)OCc3ccccc3)c2=O)cc1
0	1	2	0	0	-1	-3	-1	FC(F)(F)c1cccc(CN2CCCn3c(nc4ccccc43)C2)c1
-1	2	6	6	25	2	14	1	CCn1c(SCc2ccccc2C)nnc1-c1cnccn1

Additional compounds
USP10 block	UCHL1 block	USP8 block	OTUD3 inh	USP28 block	USP17 block	USP30 block	USP7 block	Molecule
0	2	8	6	11	5	3	-11	N#Cc1ccc(Cn2c(CN3CCOCC3)nc3ccccc3c2=O)cc1
-1	0	0	17	13	8	18	5	Cc1nc2ccccn2c1CN1C[C@@H](c2ccccn2)[C@@]2(CCCCC(=O)N2)C1
8	-1	78*	8	6	-4	-14	11	O=C(Cn1cnc2sc3c(c2c1=O)CCC3)NCCC1=CCCCC1
10	4	3	10	-1	9	13	7	Cc1ccc(S(=O)(=O)N2Cc3ccccc3N(C)C(C)C2)cc1 (stereo not drawn)
-1	3	9	11	8	20	22	1	Cn1c(N)c(C(=O)CSc2nnc(COc3ccc(Cl)cc3)n2Cc2ccccc2)c(=O)n(C)c1=O
1	-2	9	0	-2	28	0	6	Cc1cc(NC(=O)[C@H](Cc2ccccc2)NC(=O)c2cccc(F)c2)no1
11	5	-39	3	24	32*	35*	-2	N#Cc1cc([N+](=O)[O-])ccc1N1CCN(c2ccc(O)cc2)CC1
31*	0	51*	7	47*	35*	66*	21	O=C(COc1ccc(Cl)cc1Cl)Nc1ccc2[nH]c(=O)[nH]c2c1

Rows are unselected. Share with any hit: about 14%.
